CYP2C9 inhib – human CYP2C9 inhibition | CYP2C9 Supersomes, luciferin-H conversion, luminescence | inhibition, % at 5 µM | hit rate 20% among 96,000 | AID 777 | P11712;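 active means blocking of liver enzyme CYP2C9 beyond about 50% at 5 µM, limit read from the data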; further: values of inactives mirror those of a sister screen read the other way
CYP2C9 act – CYP2C9 (human) activation; P11712; recombinant CYP2C9, luciferin-H conversion, luminescence; stronger effect = higher value; factor 1 = untreated enzyme, 0 = blocked; activation factor at 5 µM; hit rate 1.4% among 96,000; AID 1024;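 active means activation factor of 2 or more for CYP2C9 at a 5 µM dose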;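 further: 0 = sulfaphenazole-blocked wells and 1 = vehicle-only wells; values of inactives mirror those of a sister screen read the other way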
Rev-RRE block – disrupts HIV-1 Rev binding to RRE RNA | P05866 | Rev peptide-RRE RNA binding, FRET | inhibition, % at 8 µM | hit rate 0.79% among 97,000 | AID 704;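 active means inhibition above the screen-wide mean plus 3 SD, cut at about 35% in these data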;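 further: 0% = median DMSO wells and 100% = median Neomycin B control wells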
Target sequence (P05866 whole entry, looked up): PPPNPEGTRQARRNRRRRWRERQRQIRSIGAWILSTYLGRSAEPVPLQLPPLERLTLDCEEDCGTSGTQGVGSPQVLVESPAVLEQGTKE
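Material: labelled RRE RNA duplex and labelled Rev peptide / Buffer or medium: HEPES pH 7.5 salt buffer with EDTA / Compound dosing: single point, 8 µM final nominal compound concentration / Benchmarks: DMSO low control, neomycin B high control / Timing: 5 min preincubation and 15 min binding, 25 °C / Technique: FRET fluorescence readout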
EphB4 antag – antagonists of human EphB4-ephrin-B2 interaction; AID 720; EphB4 LBD / TNYL-RAW-Alexa532 peptide, fluorescence polarization; inhibition, % at 7 µM; hit rate 0.15% among 97,000;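 active means inhibition above the screen-wide mean inhibition plus 3 SD, cut at about 15% in these data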;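 further: 0% = DMSO wells and 100% = excess unlabeled TNYL-RAW peptide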
PTPN22 inh 2 – LYP (human) phosphatase inhibition; Q9Y2R2; recombinant LYP catalytic domain, DiFMUP fluorescence; inhibition, % at 2 µM; hit rate 0.21% among 96,000; AID 640;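 active means inhibition at 2 µM at or above a set limit, the screen mean plus 3 SD, cut at about 24% in these data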;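 further: 0% = DMSO with enzyme and 100% = enzyme fully blocked by orthovanadate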
PLK1 inh – PLK1 (human) kinase inhibition; inhibition, % at 10 µM; recombinant PLK1 kinase, TR-FRET peptide phosphorylation; hit rate 0.53% among 97,000; P53350;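 active means inhibition of 50% or more in the single-concentration screen; inactive means inhibition below 50%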;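 further: 0% = DMSO max control and 100% = H-89 dihydrochloride min control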
Target sequence (P53350 whole entry, looked up): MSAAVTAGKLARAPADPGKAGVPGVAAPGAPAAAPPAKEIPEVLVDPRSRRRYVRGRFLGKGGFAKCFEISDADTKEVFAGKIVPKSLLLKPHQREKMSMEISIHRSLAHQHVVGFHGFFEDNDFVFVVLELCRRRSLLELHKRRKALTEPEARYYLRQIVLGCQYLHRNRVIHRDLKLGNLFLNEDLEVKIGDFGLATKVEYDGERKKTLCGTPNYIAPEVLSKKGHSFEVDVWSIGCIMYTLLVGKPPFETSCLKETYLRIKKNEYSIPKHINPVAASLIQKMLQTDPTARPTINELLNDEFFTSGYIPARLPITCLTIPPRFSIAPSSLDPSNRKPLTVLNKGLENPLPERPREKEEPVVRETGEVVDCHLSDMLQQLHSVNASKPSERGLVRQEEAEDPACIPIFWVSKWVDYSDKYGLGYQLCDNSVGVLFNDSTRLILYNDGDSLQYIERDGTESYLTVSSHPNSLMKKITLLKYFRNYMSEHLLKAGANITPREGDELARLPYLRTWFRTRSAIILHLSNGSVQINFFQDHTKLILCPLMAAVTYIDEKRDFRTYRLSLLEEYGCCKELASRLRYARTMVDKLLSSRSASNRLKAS
Calb biofilm kill – kills Candida albicans biofilms; C. albicans biofilm + clotrimazole, Alamar Blue; inhibition, % at 6 µM; hit rate 0.14% among 85,000; AID 834;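 active means inhibition above 20%; inactive means inhibition below 20%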;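 further: preformed 24 hr biofilms exposed to compound for 48 hr; 0% = biofilm without compound and 100% = blank killed by clotrimazole plus chlorhexidine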
LYP act – increases human PTPN22 phosphatase activity; AID 697; hit rate 0.11% among 96,000; activation, % at 2 µM; recombinant LYP, DiFMUP fluorescence; 0 = plate median, 100 = signal doubled;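 active means activation at 2 µM above a set limit, the mean plus 5 SD, cut at about 37% in these data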
PLK1 PBD inh – blocks phosphopeptide binding to human Plk1 polo box domain. AID 693. P53350. hit rate 0.13% among 97,000. inhibition, %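 (tested at about 20 µM)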. Plk1 PBD phosphopeptide binding, fluorescence polarization; in the data active means inhibition above about 34%, passing the limit was not always enough
Numbers without * were called inactive; . = no result given.

SMILES	CYP2C9 inhib	CYP2C9 act	Rev-RRE block	EphB4 antag	PTPN22 inh 2	PLK1 inh	Calb biofilm kill	LYP act	PLK1 PBD inh
O=C(N1CCOCC1)N1c2ccccc2CC(N2CCOCC2)c2ccccc21 (stereo not drawn)	16	0.8	1	1	6	-18	10	-9	-13
Cc1c(C(=O)NCCC2=CCCCC2)oc2ccc(S(=O)(=O)N3CCOCC3)cc12	43	0.6	2	-7	0	3	8	-3	-2
CCc1ccccc1NC(=O)CN(C)Cc1nc(N)nc(Nc2ccccc2C)n1	30	0.7	2	-2	9	10	-3	-8	-4
Cc1ccc(-c2nc(S(=O)(=O)c3ccc(F)cc3)c(SCC(=O)NCC3CCCO3)o2)cc1 (stereo not drawn)	.	.	-3	-3	4	2	2	0	10
Cc1c(OCc2nn[nH]n2)ccc2c3c(c(=O)oc12)CCC(C)C3 (stereo not drawn)	98*	0	0	1	-1	-16	3	-1	1
NC(=O)C1(N2CCCCC2)CCN(C(=O)c2ccc(-n3cnnn3)cc2)CC1	0	1	-2	1	-5	1	-1	4	17
CCCOc1ccc(C(=O)NC(=S)Nc2nc3ccc(C)cc3s2)cc1	-4	1	6	0	11	-20	.	-9	23
C=CCn1c(SCC(=O)c2ccc(CNC(C)=O)o2)nc2ccccc2c1=O	40	0.6	12	3	2	0	8	-6	23
O=C(Cn1cnc2ccccc2c1=O)c1ccc2ccccc2c1	13	0.9	2	2	0	-2	4	0	-6
N#CC(C(=O)NCCc1ccccc1)c1nc2ccccc2nc1N1CCCCC1 (stereo not drawn)	30	0.7	8	11	1	-31	5	-4	11
CN1C(=O)c2oc3ccccc3c(=O)c2C1c1ccccn1 (stereo not drawn)	-8	1.1	13	6	6	-13	3	-10	-4
O=C(O)C1CC=CCC1C(=O)Nc1cccc(F)c1 (stereo not drawn)	37	0.6	4	-4	2	-5	-3	2	12
CCOC(=O)/C(=C/Nc1ccccc1)[N+](=O)[O-]	4	1	2	-8	1	-10	15	2	3
COC(=O)c1cn(CC(=O)NCc2ccco2)c2ccccc12	30	0.7	5	5	1	-9	5	-1	-1
Cn1c(SCC(=O)NNC(=O)Cc2ccccc2)nnc1-c1ccc(Cl)cc1	16	0.8	-1	-4	8	-7	.	-4	-26
Cc1cccc(C)c1-n1nnnc1SCSc1nnnn1-c1c(C)cccc1C	77*	0.2	5	6	-9	-16	-1	3	7
COc1cccc(-c2cc(C(F)(F)F)nc(-n3cncn3)n2)c1	-3	1	-2	-4	-11	-12	4	8	3
CCOc1cc(-n2nc(C)c(C#N)c2N)nc(SC)n1	.	.	5	2	4	-10	11	-2	0
CC(C)(C)c1nn(-c2ccccc2)c2[nH]c(=O)c(CNCc3ccc4c(c3)OCO4)cc12	-30	1.3	18	3	5	-2	-1	-3	7
Cn1c(=O)c2nc(-c3ccccc3)oc2c2ccccc21	-47	1.5	-1	-1	1	-5	1	-2	16
CSc1nc(C)cc(OCC(=O)n2nc(C)cc2C)n1	5	1	2	0	11	-7	4	-8	-3
C/C(N)=C(/C#N)C(=O)COC(=O)C1CCC(C(C)(C)C)CC1 (stereo not drawn)	84*	0.2	20	4	0	-35	-1	1	-8
CCc1ccc(NC(=O)c2sccc2-n2cccc2)cc1	14	0.9	3	9	0	-11	5	2	-4
CCn1cc(C(=O)NCCOC)c(=O)c2ccc(C)nc21	-2	1	6	0	6	-3	4	-8	-13
CCn1c(CC(=O)Nc2ccc(C)cc2)nnc1SCC(=O)NCc1ccccc1	21	0.8	2	3	-6	-6	10	6	-24

Structures listed so far that contain an aryl thioether with sulfur outside any ring, in the order listed:
SMILES	CYP2C9 inhib	CYP2C9 act	Rev-RRE block	EphB4 antag	PTPN22 inh 2	PLK1 inh	Calb biofilm kill	LYP act	PLK1 PBD inh
Cc1ccc(-c2nc(S(=O)(=O)c3ccc(F)cc3)c(SCC(=O)NCC3CCCO3)o2)cc1 (stereo not drawn)	.	.	-3	-3	4	2	2	0	10
C=CCn1c(SCC(=O)c2ccc(CNC(C)=O)o2)nc2ccccc2c1=O	40	0.6	12	3	2	0	8	-6	23
Cn1c(SCC(=O)NNC(=O)Cc2ccccc2)nnc1-c1ccc(Cl)cc1	16	0.8	-1	-4	8	-7	.	-4	-26
Cc1cccc(C)c1-n1nnnc1SCSc1nnnn1-c1c(C)cccc1C	77*	0.2	5	6	-9	-16	-1	3	7
CCOc1cc(-n2nc(C)c(C#N)c2N)nc(SC)n1	.	.	5	2	4	-10	11	-2	0
CSc1nc(C)cc(OCC(=O)n2nc(C)cc2C)n1	5	1	2	0	11	-7	4	-8	-3
CCn1c(CC(=O)Nc2ccc(C)cc2)nnc1SCC(=O)NCc1ccccc1	21	0.8	2	3	-6	-6	10	6	-24

Remaining list, next part:
SMILES	CYP2C9 inhib	CYP2C9 act	Rev-RRE block	EphB4 antag	PTPN22 inh 2	PLK1 inh	Calb biofilm kill	LYP act	PLK1 PBD inh
CCC(CC)NC(=O)CSc1nnc(-c2ccc(OC)cc2)n1C(C)C	21	0.8	-2	0	-3	6	10	4	5
CCc1nnc(NC(=O)C(NS(=O)(=O)c2ccc3c(c2)OCCO3)C(C)C)s1 (stereo not drawn)	90*	0.1	7	4	-6	-5	5	3	-10
CCOCCCNC(=O)C(NC(=O)c1ccc(=O)[nH]c1)c1ccc(Cl)cc1 (stereo not drawn)	2	1	1	2	8	-7	2	-9	11
O=C(Nc1ccccn1)C12CC3CC(CC(C3)C1)C2	92*	0.1	-1	2	-11	-12	.	14	9
Cc1onc(-c2ccccc2)c1C(=O)Nc1ccc(OC(C)C)cc1	.	.	18	-1	0	-12	.	-2	0
COC(=O)CSc1nnc(-c2cccc(NC(=O)c3ccc(C)cc3)c2)n1C	76*	0.2	-1	0	1	-7	7	-1	21
O=C(Nc1ccc(SC(F)F)cc1)C1=COCCO1	-9	1.1	3	-8	4	-7	.	-8	2
NC(=O)Cn1c(=O)n(CCCC(=O)NC2CCN(Cc3ccccc3)CC2)c(=O)c2ccccc21	17	0.8	3	-4	5	-10	7	-2	-5
CCN(CC)CCNc1nc(-c2ccccc2)c2c(c1C#N)CC(C)(C)OC2	29	0.7	3	2	-6	0	5	6	3
CC(NCc1ccccc1)C1COc2ccccc2O1 (stereo not drawn)	6	0.9	1	4	-4	-1	2	4	3
Fc1ccccc1OCCCN1CCOCC1	-29	1.3	8	-3	-3	2	11	1	-6
COc1cccc(NC(=O)CN2C(=O)COc3ccc(Cl)cc32)c1	78*	0.2	4	-1	.	76*	18	.	15
CCC(c1nnc(SCC(=O)NC23CC4CC(CC(C4)C2)C3)o1)N(C)C (stereo not drawn)	4	1	8	2	4	-16	5	-3	5
CCn1cc(CNC(=O)/C=C/c2ccc([N+](=O)[O-])cc2)c(C)n1	-43	1.4	2	-4	9	-5	.	-5	-21
CCN(CC(=O)NC(C)C)C(=O)C(CCSC)NC(=O)c1cccc(C)c1 (stereo not drawn)	32	0.7	-1	1	-8	-11	.	8	7
O=C(NC1CCCCC1)NC1CC2CCC(C1)N2Cc1nnnn1Cc1ccc2c(c1)OCO2 (stereo not drawn)	6	0.9	6	4	7	-13	-3	-5	-5
COc1cc2c(cc1OC)C(SC)=NC(C)(C)C2	.	.	-4	4	-2	-13	6	2	-1
CCC(CC)NC(=O)c1ccc2nc[nH]c2c1	-4	1	6	6	-9	-8	.	9	18
Clc1ccc(OCCn2ccnc2)c(Cl)c1	96*	0	0	1	-7	-15	10	6	13
Cc1ccc2c(c1)nnn2C1CCN(CC(=O)N2c3ccccc3CC2C)CC1 (stereo not drawn)	-15	1.2	14	-11	3	-6	13	-4	-34
COc1cc(C(=O)n2nc(C)cc2C)ccc1O	-19	1.2	6	9	0	-8	13	1	0
Cc1ccccc1-n1c(C)cc(/C=N/NC(=O)c2ccncc2)c1C	51*	0.5	-3	10	13	-11	.	-8	-2
CCOc1ccc(CCNS(=O)(=O)c2c(C)n[nH]c2C)cc1OCC	20	0.8	3	2	-10	-9	13	7	24
CCCN(CCC)C(=O)CSc1nc2n[nH]c(C)c2c(=N)n1-c1ccc(OC)cc1	43	0.6	4	6	-3	10	.	2	4
CCN1CC(O)=C(c2nc3ccccc3s2)C1=N	8	0.9	3	3	0	-3	2	1	2
SMILES	CYP2C9 inhib	CYP2C9 act	Rev-RRE block	EphB4 antag	PTPN22 inh 2	PLK1 inh	Calb biofilm kill	LYP act	PLK1 PBD inh
Cc1ccccc1NS(=O)(=O)c1ccc(F)cc1	64*	0.4	1	2	-2	-9	10	-1	2
Cc1ccc(OCC(=O)Nc2ccc(F)cc2)cc1	36	0.6	-3	5	0	-10	5	1	21
Cc1noc(C)c1S(=O)(=O)Nc1ccc(C(=O)N2CCCCC2)cc1	52*	0.5	9	5	2	3	0	1	-10
Cc1nc(NC(=O)CN(C)S(=O)(=O)c2ccc(Br)cc2)sc1C	67*	0.3	12	3	6	4	1	-6	-12
CC(C)Oc1ccc(NC(=O)C2CCCNC2=O)cc1 (stereo not drawn)	-14	1.1	7	5	-3	-12	4	1	5
Cc1ccc(S(=O)(=O)NCC(C)NS(C)(=O)=O)cc1 (stereo not drawn)	60*	0.4	0	-1	2	-7	3	-5	3
O=C(NC12CC3CC(CC(C3)C1)C2)c1ccc(-c2ccccc2Cl)o1	2	1	13	0	18	-3	.	-14	14
Cc1nn(Cc2ccc(F)cc2)c(C)c1NC(=O)c1cc(-c2ccco2)on1	11	0.9	6	0	5	-19	7	-6	10
O=C(Cn1c(C(F)(F)F)nc2ccccc21)c1ccc(Br)cc1	-3	1	6	-9	1	0	.	2	-5
CCCCP(=O)(c1ccccn1)c1ccccn1	1	1	6	-3	0	-8	3	-2	11
CCOC(=O)c1c(C)[nH]c(C(=O)COC(=O)CSCC(=O)N(CC)CC)c1C	44	0.6	0	2	4	-8	-1	-1	3
CCCn1c2ccccc2c2nnc(SCC(=O)Nc3nnc(CC(=O)OCC)s3)nc21	98*	0	12	-7	3	-16	4	-2	8
O=C(O)CSc1nc2c(c(=O)[nH]1)CCCC2	15	0.8	5	-5	5	-8	9	-6	26
Cc1nc(NCCN2CCOCC2)c2oc3ccccc3c2n1	-8	1.1	4	4	11	-15	2	-10	-30
CCN(CC)Cc1cc(C(C)=O)ccc1OCC(C)C	-6	1.1	3	1	0	4	2	-1	4
COCCn1c(=N)c(C(=O)NCCc2ccccc2)cc2c(=O)n3cccc(C)c3nc21	.	.	2	-1	-4	-12	.	7	-2
CCCCCn1c(CCNC(=O)c2cccs2)nc2ccccc21	92*	0.1	4	7	4	-9	9	-2	21
COc1ccc2c(c1OC)C(=O)OC2Nc1ncccc1C (stereo not drawn)	-2	1	12	1	0	-14	3	-4	-33
CCn1c(=O)c(-[n+]2ccccc2)c(O)c2ccccc21	-17	1.2	3	-12	-12	-9	9	10	-9
O=S1(=O)N=C(N2CCN(Cc3ccccc3)CC2)c2ccccc21	13	0.9	4	9	-2	-7	-4	0	8
Cc1ccc(SCC(=O)NNC(=O)C2CCCCC2)cc1	1	1	6	4	11	-8	.	-8	23
Cc1cnc(C(=O)N2CCN(S(=O)(=O)c3ccc4ccccc4c3)CC2)cn1	-15	1.2	10	-1	6	-8	10	-6	8
O=C(O)CNC(=O)CCN1C(=O)c2ccccc2C1=O	-23	1.2	8	-4	-13	-24	4	10	-12
CCOC(=O)c1cccc(NC(=O)CSc2nc(N)cc(N)n2)c1	78*	0.2	2	1	-1	-12	9	2	-15
CCc1nnc(NC(=O)CSc2nnc(-c3cccnc3)n2CCc2ccccc2)s1	45	0.5	5	-6	-8	-7	5	5	-5
CCN(CC)CCCNC(=O)CC1Oc2ccc(C)cc2NC1=O (stereo not drawn)	6	0.9	6	-6	-1	-5	5	-2	-16
COP(C)(=O)c1c(C)nn(-c2ccccc2)c1C (stereo not drawn)	13	0.9	7	3	-2	1	0	-3	-26
COc1ccc(NC(C)C(=O)Nc2ccc(C#N)cc2)cc1Cl (stereo not drawn)	98*	0	5	4	0	-7	.	0	-7

Assay outcomes as filed in PubChem.
